# Source: PubChem BioAssay (Sanford-Burnham Center for Chemical Genomics)
# APOBEC3G inh – blocks human APOBEC3G single-stranded DNA deamination; Q9HC16; inhibition, % at 20 µM; actives 0.28% (n = 330,000); recombinant A3G, ssDNA deamination FAM/TAMRA fluorescence; AID 493012;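 active = inhibition of at least 40% at 20 µM, with no more than 30% in the related APOBEC3A deaminase screen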;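 also: plate controls were DMSO wells with A3G for no effect and wells lacking A3G enzyme for full effect; some compounds called inactive have numbers as strong as hits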
# Target sequence (Q9HC16 whole entry, looked up): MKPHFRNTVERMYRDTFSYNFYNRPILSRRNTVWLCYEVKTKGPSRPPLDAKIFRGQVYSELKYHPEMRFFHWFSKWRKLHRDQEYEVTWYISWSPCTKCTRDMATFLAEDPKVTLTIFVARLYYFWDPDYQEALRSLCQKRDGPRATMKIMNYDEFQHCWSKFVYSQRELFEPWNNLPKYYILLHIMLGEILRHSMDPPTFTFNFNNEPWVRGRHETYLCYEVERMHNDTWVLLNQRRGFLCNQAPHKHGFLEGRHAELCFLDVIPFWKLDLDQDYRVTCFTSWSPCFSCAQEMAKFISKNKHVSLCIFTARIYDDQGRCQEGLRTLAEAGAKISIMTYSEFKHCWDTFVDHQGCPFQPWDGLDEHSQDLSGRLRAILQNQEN
# SENP7 block – inhibitors of human SENP7 protease. recombinant SENP7, Z-RLRGG-aminoluciferin luminescence, 40 min. inhibition, % at 5 µM. actives 1.5% (n = 330,000). AID 434973;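 active = inhibition above about 50% at the single test dose, limit read from the data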;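 also: plate controls were DMSO with enzyme for no effect and no enzyme buffer wells for full effect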
# Target sequence (Q9BQF6 706-1050 limits assumed): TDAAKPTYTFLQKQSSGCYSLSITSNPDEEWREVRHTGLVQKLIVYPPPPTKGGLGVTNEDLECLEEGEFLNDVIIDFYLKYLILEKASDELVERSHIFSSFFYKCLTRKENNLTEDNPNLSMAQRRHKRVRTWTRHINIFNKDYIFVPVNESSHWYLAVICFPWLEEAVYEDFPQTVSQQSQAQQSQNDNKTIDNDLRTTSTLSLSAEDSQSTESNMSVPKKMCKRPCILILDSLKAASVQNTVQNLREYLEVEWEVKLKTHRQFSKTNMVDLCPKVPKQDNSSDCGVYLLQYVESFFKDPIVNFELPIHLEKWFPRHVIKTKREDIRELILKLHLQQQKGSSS
# SENP8 block-1 – blocks the human protease SENP8 | AID 2540 | inhibition, % at 10 µM | Q96LD8 | actives 1.2% (n = 330,000) | purified SENP8, Z-RLRGG-aminoluciferin cleavage, luminescence; in the data active = inhibition above about 50%
# Apaf1 inhib – human Apaf-1 inhibition. O14727. reconstituted apoptosome caspase-3 activity, DEVD-Rh110 fluorescence. inhibition, % at 20 µM. actives 0.71% (n = 330,000). AID 489030; active = inhibition of at least 40% at 20 µM;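 also: plate controls were DMSO wells for no effect and DEVD-CHO caspase inhibitor wells for full effect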
#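 Material: reconstituted apoptosome with Apaf-1, cytochrome c, caspase-9, procaspase-3, dATP / Buffer or medium: pH 7.5 Hepes buffer with CHAPS, BSA, DTT / Also added: cytochrome c with DEVD-Rh110 / Schedule: compound with Apaf-1, dATP, procaspase-3 30 min, then 50 min reaction, room temperature / Technique: rhodamine 110 fluorescence at Ex 480/Em 540 nm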
# SENP8 block-2 – inhibitors of human SENP8 protease; Q96LD8; inhibition, % at 20 µM; AID 602440; actives 0.64% (n = 360,000); recombinant SENP8, Nedd8 substrate fluorescence; in the data active = inhibition mostly above about 40%, no sharp cut-off; inactive = mostly below about 27%
# UBC13 inh – blocks human UBC13 polyubiquitin chain formation | P61088 | TR-FRET | inhibition, % at 20 µM | actives 0.47% (n = 330,000); in the data active = inhibition above about 45%, passing the limit was not always enough
# Target sequence (P61088 whole entry, looked up): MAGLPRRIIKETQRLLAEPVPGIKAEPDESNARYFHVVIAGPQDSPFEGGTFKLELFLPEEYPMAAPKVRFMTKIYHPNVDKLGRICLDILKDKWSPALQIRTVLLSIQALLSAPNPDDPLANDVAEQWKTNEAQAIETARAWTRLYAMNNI
# SENP6 inh – blocks the human protease SENP6 | Q9GZR1 | inhibition, % at 10 µM | Recombinant SENP6 catalytic domain, aminoluciferin luminescence | actives 1.8% (n = 330,000) | AID 2599;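 active = inhibition above about 50% at the single tested dose, limit read from the data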;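 also: plate controls were DMSO wells with enzyme for no effect and DMSO wells lacking enzyme for full effect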
# SENP1 inh – SENP1 (human) catalytic domain inhibition; inhibition, % at 10 µM; actives 0.21% (n = 360,000); recombinant SENP1 catalytic domain, CyPet-SUMO1-YPet FRET cleavage; Q9P0U3;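 active = inhibition at least 30% at 10 µM, raw YFP signal under a set limit, fluorescence ratio 0.5 to 1.5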;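 also: 0% = enzyme with DMSO and 100% = no enzyme wells; some results filed as inactive read as strong as hits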
#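 Compound: 10 µM single point, 0.5% DMSO; Test system: hSENP1 catalytic domain, recombinant; Timing: 50 min reaction at room temperature; Technique: FRET, CFP and YFP emission; Control set: no-enzyme wells low, DMSO-plus-enzyme wells high control.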
# Active calls of the source: *; i = inactive; & = joins results of further samples.
SMILES,APOBEC3G inh,SENP7 block,SENP8 block-1,Apaf1 inhib,SENP8 block-2,UBC13 inh,SENP6 inh,SENP1 inh
COc1ccc(/C=C/C(=O)NCC(=O)N/N=C(/CCC(=O)O)c2ccccc2)cc1,-1,-2,-10,-10,11,-4,-34,1
Cc1ccc(OCC(=O)NNC(=O)C2CCC2)cc1C,-5,-1,1,-10,7,-3,4,1
COc1ccc(C(=O)NC(=S)Nc2cccc(NC(=O)c3ccco3)c2)cc1[N+](=O)[O-],-6,-6,-16,0,24,-18,-3,3
COCCN=c1scc(-c2cc(OC)c(OC)c(OC)c2)n1/N=C/c1c(C)[nH]c2ccccc12,-5,9,-2,7,-5,6,13,36
CCS(=O)(=O)N1CCCC(C(=O)c2ccc(OC)cc2C)C1 (configuration not stated),-15,6,1,-7,6,4,2,-1
O=C(COC(=O)c1ccc2c(c1)OCO2)Nc1nc(-c2ccccc2)cs1,-10,-3,-12,2,3,-12,-21,0
COc1ccccc1CNC(=O)c1ccc2c(=O)n3c(nc2c1)CCCCC3,-5,17,-4,-8,4,13,-6,-1
Nc1nc(N)nc(-c2cc(F)ccc2O)n1,-10,-4,-13,5,i,4,-17,-3
Cn1ccnc1SCC(=O)Nc1sccc1C#N,1,1,-4,-13,0,-5,-13,-17
O=c1c2cn[nH]c2nc(SCc2cc(=O)n3cc(Br)ccc3n2)n1-c1ccc(Br)cc1,-7,6,-20,-9,-135,-12,-8,-2
CN(C)S(=O)(=O)c1cc(NC(=O)CSc2nn(-c3ccc(Cl)cc3)c(=S)s2)ccc1Cl,-6,-8,-14,16,25,-11,-10,-1
Cc1ccc(NC(=O)CSc2ncn[nH]2)cc1S(=O)(=O)N1CCOCC1,-10,-12,-3,16,2,-11,3,0
CC1CCc2c(sc(NC(=O)CSc3ncnc4c3cnn4-c3ccccc3Cl)c2C#N)C1 (configuration not stated),3,8,-1,12,11,-7,8,0
CC(Cn1cncn1)C(=O)N1CCN(S(=O)(=O)c2ccc(Cl)cc2)CC1 (configuration not stated),-11,-2,8,1,4,6,-17,-1
COc1cccc(NC(=S)N2CCN(S(C)(=O)=O)CC2)c1,-6,6,1,-9,9,-7,-12,3
COC(=O)Nc1ccc(=O)n(Cc2c(Cl)cccc2Cl)c1,-6,-5,-6,-4,-215,5,-13,-2
O=C(NCCCCNC(=O)C1CCCC1)C1CCCC1,1,4,-2,-4,2,-11,-12,3
Cc1cccc(-n2c(SCC(=O)N3CCCC3)nc3n[nH]c(C)c3c2=N)c1,-2,-3,9,-6,8,7,-13,0
COc1ccc(Nc2c3c(nc4ccc(C)cc24)CCC3)cc1,-7,2,-3,5,-29,3,-25,-26
O=C(COC(=O)c1ccccc1Br)Nc1ccc(F)cc1,-10,6,-5,9,6,11,-2,2
Oc1c(Cl)cc(CN2CCOCC2)c2cccnc12,-8,-3,5,0,11,-60,9,-2
O=C(Nc1nccs1)C1=COCCO1,-4,1,4,-9,10,4,7,2
COCCN(C(=O)c1ccc(N2CCCC2=O)cc1)c1c(N)n(Cc2ccccc2)c(=O)[nH]c1=O,-4,7,5,-3,-1,-5,14,-3
Cn1c(N/N=C/c2cc3ccccc3nc2Cl)nc2ccccc21,-3,0,-5,15,-132,-26,-8,-25
Cc1ccc([N+](=O)[O-])cc1S(=O)(=O)Nc1ccc(O)c(Sc2ncn[nH]2)c1,-4,13,-10,15,18,-5,-5,3
Cn1c(SC2CCCCC2=O)nnc1-c1ccccc1F (configuration not stated),0,2,-1,-3,9,4,-27,-1
CN1CCN(CCCCOc2ccc(Br)cc2)CC1,-2,0,-10,10,6,-1,-17,-1
O=C(CN1CCC(n2nnc3cc(F)ccc32)CC1)NC1CC1,-1,-1,2,-5,18,7,10,-2
Cc1cc(Nc2c(C)n(C)n(-c3ccccc3)c2=O)n2c(nc3ccccc32)c1C#N,-6,-4,-2,-21,-78,-10,-12,-77
Cc1cccc(NC(=O)CSCC(=O)Nc2ccccc2N2CCCC2)c1,-11,-8,2,19,5,13,-3,-3
Cc1ccc(OC(C)C(=O)Nc2ncc(Cl)cc2Cl)c([N+](=O)[O-])n1 (configuration not stated),-6,-7,-7,10,-165,-8,-11,-10
CCc1ccccc1NC1=NCC(=O)N1C1CCCC1,-6,-7,-2,3,0,-6,-26,-1
O=C(Oc1cc(Cl)cc(Cl)c1)c1cnc2n(c1=O)CCS2,-3,15,-5,-10,-20,-17,-8,2
Cc1ccc(C)c(NC(=S)N(C)C)c1,-6,0,-1,-1,16,5,-37,0
Cc1c(Cl)cccc1NC(=S)NCC1COc2ccccc2O1 (configuration not stated),-3,5,-7,6,15,7,-29,1
CN(Cc1ccccc1)C(=O)CCc1ccccc1,-8,-2,-8,9,20,-13,2,2
Cc1ccc(NC(=S)NCc2ccccc2)cc1[N+](=O)[O-],-1,1,-4,16,14,-14,-16,1
O=[N+]([O-])c1c(Nc2ccc(O)cc2)cc(N2CCOCC2)c2nonc12,-5,3,-3,30,49*,-46,-13,-6
CCCC(=O)O[C@H]1C[C@@H](C)N(C(=O)c2ccccc2)c2ccc(C)cc21,-8,3,4,19,20,5,-17,0
CC(NC(=O)c1ccco1)C(c1cccs1)N1CCN(c2ccc(F)cc2)CC1 (configuration not stated),5,-13,-10,12,3,-16,-16,2

# Arranged by SMILES length (ascending): 3 of the compounds above
SMILES,APOBEC3G inh,SENP7 block,SENP8 block-1,Apaf1 inhib,SENP8 block-2,UBC13 inh,SENP6 inh,SENP1 inh
Cc1ccc(C)c(NC(=S)N(C)C)c1,-6,0,-1,-1,16,5,-37,0
CN(Cc1ccccc1)C(=O)CCc1ccccc1,-8,-2,-8,9,20,-13,2,2
CCc1ccccc1NC1=NCC(=O)N1C1CCCC1,-6,-7,-2,3,0,-6,-26,-1

# Going on with the list.
SMILES,APOBEC3G inh,SENP7 block,SENP8 block-1,Apaf1 inhib,SENP8 block-2,UBC13 inh,SENP6 inh,SENP1 inh
COc1ccc(-n2nc(C(=O)NCC(=O)NCCCN3CC(C)CC(C)C3)c3ccccc3c2=O)cc1OC (configuration not stated),-11,1,2,7,1,6,-15,3
Oc1ccc2ccccc2c1C=Nc1ccccc1-c1nc2ccccc2[nH]1,-1,-1,-1,21,i,1,15,-16
Cc1[nH]nc2c1C(C(C)c1ccccc1)C(C#N)=C(N)O2 (configuration not stated),-7,-1,1,1,17,-4,8,1
CCCn1c(SCC(=O)OCC)nc(C(F)(F)F)cc1=O,-3,-6,-1,10,8,-10,-6,-2
CC1(C)CC(=O)c2cnc(NCc3ccco3)nc2C1,-10,1,-7,-12,12,4,2,-1
Cc1ccc(C)n1-c1ccc(-n2cnnn2)cc1,-7,-2,2,-5,-36,2,2,-22
Cc1cc(C)cc(NC(=O)C2CCN(S(=O)(=O)c3ccc4c(c3)NC(=O)C(C)S4)CC2)c1 (configuration not stated),-5,-13,-11,18,18,2,-6,0
Cc1ccc(C)c(NS(=O)(=O)c2ccccc2C)c1,1,-9,-2,16,7,2,10,1
COCC(C)NCc1ccc(OC)c(Br)c1 (configuration not stated),-7,3,-7,2,4,-4,-8,-1
Cc1ccc(C2C(=O)N(C3CCCC3)CC(=O)N2CC2COc3ccccc3O2)cc1 (configuration not stated),-3,6,2,12,3,1,5,0
COc1ccc(C(=O)COC(=O)CNC(=O)C2CCCCC2)c(OC)c1,-2,3,-2,-6,23,-3,-8,0
O=C(NC1CCCCCC1)C1c2ccccc2C(=O)N1CCCN1CCOCC1 (configuration not stated),2,10,7,3,19,-5,16,0
CCCCNC(=O)OC1CCS(=O)(=O)C1 (configuration not stated),-5,-7,-11,-1,18,-3,-10,3
CCOC(=O)c1cc(NC(=O)c2ccco2)ccc1N1CCOCC1,1,0,-9,-7,-55,-5,-11,0
c1ccc(SCc2nc(-c3ccncc3)n[nH]2)nc1,-4,7,-3,-2,2,-3,15,0
CCOc1ccc(-n2cc(C(=O)Nc3ccc(Cl)cn3)c3cc(OC)c(OC)cc3c2=O)cc1,0,13,0,1,-267,1,-5,-36
O=C(CSc1cc(Cl)ccc1Cl)NCC(=O)Nc1ccc(F)c(F)c1F,-8,-14,-14,13,3,71*,-19,0
Cc1ccccc1S(=O)(=O)/N=C(/Nc1nc2ccccc2s1)c1ccccc1,-3,11,12,5,-56,-30,0,0
Cc1ccc(Oc2ccc(NC(=O)Cn3ccsc3=N)cc2)cc1,-5,1,-5,11,7,32,-17,-2
CC(C)(C)[C@H]1COC(=O)[C@H](NC(=O)OCC2c3ccccc3-c3ccccc32)C/C=C\C[C@@H](CC(=O)N[C@H](CO)Cc2ccccc2)C(=O)N1,-8,-6,-11,26,-9,-14,-13,-3

# The closing three entries of the part above open the next one.
SMILES,APOBEC3G inh,SENP7 block,SENP8 block-1,Apaf1 inhib,SENP8 block-2,UBC13 inh,SENP6 inh,SENP1 inh
Cc1ccccc1S(=O)(=O)/N=C(/Nc1nc2ccccc2s1)c1ccccc1,-3,11,12,5,-56,-30,0,0
Cc1ccc(Oc2ccc(NC(=O)Cn3ccsc3=N)cc2)cc1,-5,1,-5,11,7,32,-17,-2
CC(C)(C)[C@H]1COC(=O)[C@H](NC(=O)OCC2c3ccccc3-c3ccccc32)C/C=C\C[C@@H](CC(=O)N[C@H](CO)Cc2ccccc2)C(=O)N1,-8,-6,-11,26,-9,-14,-13,-3
Cc1noc(C)c1COc1ccccc1C(=O)NNC(=O)c1ccccc1,-8,1,-3,0,-1,3,-10,2
Cc1ccsc1/C=N/n1c(C2CCCCC2)n[nH]c1=S,-3,-8,-10,23,13,-3,-9,1
COC(=O)c1ccc(NC(=O)c2cccc(NC(=O)c3ccccc3)c2)cc1,1,-7,0,-18,12,-3,0,1
CCOC(=O)C1=C(C)NC(C)=C(C(=O)OCC)C1C(=O)OCC(=O)N1CCC(C)CC1,-7&-2,1&4,-5&1,0&7,i,2&3,13&5,-3&-3
N#CC1=C(N)Oc2n[nH]c(-c3ccccc3)c2C1c1ccncc1 (configuration not stated),3,6,-1,0,12,-3,-1,1
CCc1nnc(NC(=O)CCC(=O)N2CCN(Cc3ccc(C)cc3C)CC2)s1,-1,7,-2,2,4,1,14,-3

# Full records, looked up by structure:
# Cc1cccc(NC(=O)CSCC(=O)Nc2ccccc2N2CCCC2)c1 reads APOBEC3G inh = -11; SENP7 block = -8; SENP8 block-1 = 2; Apaf1 inhib = 19; SENP8 block-2 = 5; UBC13 inh = 13; SENP6 inh = -3; SENP1 inh = -3
# COc1cccc(NC(=S)N2CCN(S(C)(=O)=O)CC2)c1 reads APOBEC3G inh = -6; SENP7 block = 6; SENP8 block-1 = 1; Apaf1 inhib = -9; SENP8 block-2 = 9; UBC13 inh = -7; SENP6 inh = -12; SENP1 inh = 3
